# GPR35 arrestin U2OS: inhibition of zaprinast-stimulated GPR35 beta-arrestin translocation – imaging, U2OS, beta-arrestin-GFP, zaprinast agonist, primary screen (AID 2058); U2OS GPR35 beta-arrestin-GFP translocation imaging, zaprinast antagonism; higher % means a stronger effect; inhibition, % at 10 µM, or IC50 in µM where a hit was titrated; 290,000 compounds, 0.052% hits;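 active = inhibition of at least 50% with at least 30 cells and total cytoplasm GFP at most 10,000,000; inconclusive = under 30 cells or total GFP of 10,000,000 plus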
# Yfh1-depleted yeast: mitochondrial function rescue without frataxin homolog – Friedreich's ataxia, plus single-dose screen, dose response (AID 1465); S. cerevisiae Yfh1-off respiration, WST-1 reduction, 72 h; higher fold induction means a stronger effect; fold induction at 50 µM, or EC50 in µM where a hit was titrated; 220,000 compounds, 0.074% hits;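 active = fold induction of absorbance versus untreated yeast above a set limit, then at least 30% activation at any dose in follow-up; inconclusive = repeats straddling the limit, or above it without dose testing; inactive = fold induction below the set limit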;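 also: activators that raise dye reduction in frataxin-depleted yeast; strong numbers were not always called active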
# GPR55 activation: GPR55 agonists via beta-arrestin recruitment, primary screen, imaging, U2OS cells, beta-arrestin-GFP redistribution (AID 1961); U2OS GPR55 beta-arrestin-GFP redistribution imaging; higher % means a stronger effect; activation, % at 10 µM; hits with a dose series show EC50 in µM; 290,000 compounds, 0.048% hits;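 active = activation above 40% with more than 50 cells counted in the well; inconclusive = wells holding fewer than 50 cells, flagged as toxic or sparse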;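 also: U2OS osteosarcoma cells stably expressing GPR55 and beta-arrestin-GFP; plate controls were DMSO negative control for no effect and LPI positive control for full effect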
# SV40 large T antigen: SV40 large T antigen inhibitors, biochemical (AID 1903). SV40 large T antigen ATPase/helicase inhibition assay; higher % means a stronger effect. inhibition, % at 20 µM, or IC50 in µM where a hit was titrated. 310,000 compounds, 0.39% hits; in the data active = a potency from the dose series; inconclusive = inhibition mostly from about 32% at the one dose, without a potency; inactive = the rest, 99 in 100 with inhibition below about 32%; also: strong numbers were not always called active
# Rac1 GTP hydrolysis: MgcRacGAP GTPase-activating activity inhibitors, confirmation, biochemical, ADP Hunter fluorescence; MgcRacGAP-stimulated Rac1 GTP hydrolysis, ADP Hunter fluorescence; higher % means a stronger effect; GST-tagged Rac1 F28L mutant substrate; inhibition, % at 30 µM, or IC50 in µM where a hit was titrated; 340,000 compounds, 0.6% hits;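 active = first-screen hits whose inhibition reached a set limit at any dose in the follow-up dose series; inconclusive = inhibition above the set first-screen limit but never retested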;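 also: fluorescence reports GDP produced by GAP-driven GTP hydrolysis; strong numbers were not always called active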
# NS5 inhibitors: Dengue-2 NS5 methyltransferase inhibitors, primary screen, biochemical, confirmation dose response (AID 588689); Dengue-2 NS5 methyltransferase capping enzyme assay, biochemical; higher % means a stronger effect; one-dose inhibition, % at 25 µM; IC50 in µM for titrated hits; 340,000 compounds, 0.3% hits; in the data active = a potency from the dose series; inconclusive = inhibition above about 29% without an active follow-up result
# AID2073: inhibitors of Mint1-CaV2.2 protein interaction, biochemical, HTRF (AID 2073). HTRF protein-protein interaction, Mint1-CaV2.2; higher % means a stronger effect. inhibition, % at 20 µM; hits with a dose series show IC50 in µM. 290,000 compounds, 0.19% hits; in the data active = inhibition mostly above about 51%, no sharp cut-off; inconclusive = no clear call, values can overlap the other calls; inactive = mostly below about 53%; also: some results filed as inactive read as strong as hits
# GPR55 LPI antagonism: GPR55 antagonists blocking LPI-driven arrestin recruitment, primary screen, imaging, U2OS, beta-arrestin-GFP, LPI agonist (AID 2013). U2OS GPR55 beta-arrestin-GFP translocation imaging, LPI antagonism; higher % means a stronger effect. 290,000 compounds, 0.13% hits. one-dose inhibition, % at 10 µM; IC50 in µM for titrated hits;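 active = spots per cell inhibited over 60%, with over 100 cells counted and total cytoplasm intensity under 500,000; inconclusive = wells with under 100 cells, flagged as likely toxic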;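 also: U2OS cells stably carrying GPR55 and arrestin-GFP stimulated by 5 µM LPI near EC80; imaged beta-arrestin-GFP aggregate spots per cell after agonist stimulation; plate controls were LPI-stimulated DMSO wells for no effect and DMSO wells without LPI for full effect; some results filed as inactive read as strong as hits; confirmed hits need IC50 under 10 µM and bright autofluorescent wells are also inconclusive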
# NTR1 agonist: NTR1-driven beta-arrestin-GFP spot formation – imaging, U2OS cells, high content, primary screen (AID 493036). activation, % at 20 µM. 330,000 compounds, 0.17% hits. agonist mode;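 active = activation at or above 40% of the spot to cytoplasm intensity ratio, with at least 20 cells analyzed; inconclusive = wells under 20 cells, flagged as cytotoxic or low count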;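 also: 0% = DMSO without peptide and 100% = 100 nM NTR1 peptide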
# Target sequence (P30989 whole entry, looked up): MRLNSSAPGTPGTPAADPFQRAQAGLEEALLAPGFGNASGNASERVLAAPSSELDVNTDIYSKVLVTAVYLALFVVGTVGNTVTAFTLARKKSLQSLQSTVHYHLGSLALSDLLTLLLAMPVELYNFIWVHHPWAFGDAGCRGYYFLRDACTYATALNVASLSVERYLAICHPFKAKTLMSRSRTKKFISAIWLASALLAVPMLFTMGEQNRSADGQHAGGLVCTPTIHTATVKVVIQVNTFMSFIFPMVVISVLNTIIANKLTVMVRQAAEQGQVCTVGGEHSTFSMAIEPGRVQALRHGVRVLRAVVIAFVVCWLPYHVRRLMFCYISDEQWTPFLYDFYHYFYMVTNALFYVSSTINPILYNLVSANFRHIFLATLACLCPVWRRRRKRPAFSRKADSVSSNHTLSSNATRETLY
# NTR1 agonist cell count 20 µM: recorded beside NTR1 agonist, whose call it bears; cell count; measured here: cell count, cytotoxicity flag
# NS5 inhibitors pilot replicate: second read-out of NS5 inhibitors, no call of its own (marks repeat the call); inhibition, %; measured here: pilot screen replicate inhibition
# Numbers without * were called inactive; i = inactive; u = inconclusive; x = not tested or not shown. An unsorted share of the library; overall some 1.7% were active at least once.
SMILES,GPR35 arrestin U2OS,Yfh1-depleted yeast,GPR55 activation,SV40 large T antigen,Rac1 GTP hydrolysis,NS5 inhibitors,AID2073,GPR55 LPI antagonism,NTR1 agonist,NTR1 agonist cell count 20 µM,others
COC(=O)c1ccc(S(=O)(=O)N2CCC(C(N)=O)CC2)n1C,-11%,i,0.6%,9%,2%,-3%,41%,9%,0.1,46,
O=C(Nc1ccc(F)cc1)N1CCCCCC1,58%,x,0.0%,16%,2%,-1%,3%,-1%,0.1,42,
COc1ccccc1NC(=O)CCc1nnc2ccc(NCc3ccco3)nn12,6%,x,0.0%,7%,11%,-10%,12%,8%,2.2,67,
CNC(=S)N1CCn2cccc2C1c1ccc(F)cc1 (stereo not drawn),16%,i,0.3%,7%,5%,-2%,6%,1%,1.8,57,
CC(=O)c1ccc(N2CCN(C(=S)Nc3cccc(Cl)c3)CC2)cc1,9%,i,-0.1%,-6%,2%,2%,-7%,2%,1.2,47,
CCCC(C)NC(=O)Cc1ccccc1 (stereo not drawn),13%,i,-0.2%,9%,10%,0%,-1%,5%,0.3,64,
CC(=O)Nc1ccc(S(=O)(=O)N2CCN(CC(=O)NC3CCCC3)CC2)cc1,-2%,i,0.2%,0%,-3%,6%,7%,-2%,-1.2,83,
O=C(Nc1scc(-c2ccc(Br)cc2)c1C(=O)O)c1ccccc1F,x,x,x,7%,9%,11%,x,x,0.3,52,
CCCc1ccccc1OCCNS(=O)(=O)c1cc2c(cc1C)OCC(=O)N2,1%,x,0.0%,-18%,8%,-6%,12%,-16%,1.7,41,
CCOC(=O)c1c(S(=O)(=O)NCc2ccco2)c(C)n(C)c1C,-4%,x,-0.2%,6%,12%,2%,-2%,8%,0.5,58,
CC(=O)Nc1c(-c2ccc3ccccc3c2)nc2ccccn12,7%,x,0.0%,12%,17%,-1%,10%,0%,-1.7,79,
COc1ccc(OC(=O)c2cc(S(=O)(=O)N3CCCC3)ccc2Cl)cc1,12%,i,-0.1%,6%,63µM*,-1%,4%,3%,2.0,61,
COc1ccc(CCC(=O)N2CCCC(Nc3ccccc3)C2)cc1OC (stereo not drawn),8%,x,0.3%,18%,3%,-4%,11%,12%,0.8,72,
CC1(C(=O)NC(=S)NNC(=O)c2ccncc2)CCCCC1,4%,i,-0.2%,11%,4%,0%,-26%,-3%,-0.4,58,
Cc1ccc(S(=O)(=O)NCCOc2nc(N(C)C)nc(N(C)C)n2)cc1,4%,i,0.3%,-2%,9%,-2%,8%,6%,0.8,44,
O=c1cc(Cl)[nH]n(-c2ccccc2)c1=O,-1%,x,0.2%,10%,2%,0%,1%,2%,-0.9,41,
Cn1c2ccccc2c2n[nH]c(=S)nc21,-8%,x,-0.1%,15%,7%,-1%,-22%,0%,0.5,49,
Cc1ccc(S(=O)(=O)N2CCC(C(=O)Nc3nnc(C4CCCC4)s3)CC2)cc1,-1%,i,-0.2%,-8%,1%,-3%,-6%,-2%,0.6,54,
CCCCNC(=O)c1onc(CSc2cccc(OC)c2)c1C(=O)NCCCC,x,i,x,18%,9%,-6%,x,x,3.2,78,
CCCSc1cc(=O)n(-c2ccc(F)cc2)nc1C(=O)OCC,0%,i,0.5%,8%,1%,-1%,22%,13%,2.0,50,
O=C(Nc1ccccc1C(=O)NCc1ccccc1)c1ccccc1,-7%,i,-0.1%,9%,4%,-4%,9%,-3%,0.4,53,
O=C(Cc1nnc(NC(=O)c2ccccc2)s1)N/N=C/c1ccc(O)cc1,-6%,x,-0.2%,17%,24%,-3%,13%,-3%,1.0,70,
COc1ccc(N2CCN(C(CNC(=O)c3ccco3)c3cccnc3)CC2)cc1 (stereo not drawn),-5%,i,-0.2%,26%,u,4%,2%,11%,0.0,45,
S=C(NCc1ccc2c(c1)OCO2)NCc1ccco1,-5%,i,0.3%,10%,12%,-18%,14%,-6%,0.3,38,
COc1cc(CNC2CCCCCC2)cc(OC)c1OC,3%,i,-0.2%,12%,16%,-4%,2%,66%,1.8,81,
# Additional compounds:
SMILES,GPR35 arrestin U2OS,Yfh1-depleted yeast,GPR55 activation,SV40 large T antigen,Rac1 GTP hydrolysis,NS5 inhibitors,AID2073,GPR55 LPI antagonism,NTR1 agonist,NTR1 agonist cell count 20 µM,others
CC(=O)NNC(=O)c1csc(-c2csc(C)n2)n1,4%,i,0.2%,7%,-2%,4%,23%,15%,-0.9,62,
Cc1ccc(OCC(=O)NC(=S)Nc2ccc(Br)cn2)cc1,7%,i,-0.1%,3%,12%,-2%,0%,-2%,0.3,54,
CCCCn1c(N)c(N(CCOC)C(=O)c2ccc(F)c(S(=O)(=O)N3CCOCC3)c2)c(=O)[nH]c1=O,x,x,x,5%,-4%,-4%,x,x,-1.0,49,
COc1ccc(-n2c(Cc3cccn3C)nnc2SCC(=O)N2CCC(C)CC2)cc1,-4%,i,0.5%,10%,7%,-3%,8%,7%,-1.2,64,
CC1Cc2ccccc2N1c1ncnc2nc[nH]c12 (stereo not drawn),8%,i,-0.1%,0%,5%,-6%,34%,-10%,6.3,60,
C#CC(CC)(CC)NC(=O)Nc1ccccc1C(=O)OC,3%,i,-0.3%,5%,-3%,x,-1%,-8%,1.4,57,
O=S(=O)(NC1=NCCCCC1)c1ccc2sc(NS(=O)(=O)c3ccc4ccccc4c3)nc2c1,-1%,i,-0.1%,39µM*,156µM*,0%,-5%,-1%,2.6,57,
CCN(CC)CCNC(=O)c1ccc2c(=O)n(C3CCCC3)c(=S)[nH]c2c1,14%,i,-0.1%,2%,14%,-10%,-38%,-1%,0.0,68,NS5 inhibitors pilot replicate=-5.4
Cc1ccc(C(=O)N2CCN(c3ccc(F)cc3)CC2)cc1S(=O)(=O)N1CCCCC1,4%,x,-0.1%,3%,5%,-6%,2%,26%,-0.9,50,
Cn1c(-c2nonc2NC(=O)c2ccc(C(C)(C)C)cc2)nc2ccccc21,21%,x,0.1%,x,x,x,6%,15%,x,x,
COc1cc(C(=O)N/C(=C/c2ccc(F)cc2)C(=O)NC(C(=O)O)c2ccccc2)cc(OC)c1OC (stereo not drawn),7%,x,-0.1%,2%,7%,-11%,9%,-6%,0.9,79,
O=C(c1ccc2c3c(cccc13)CC2)C1CCCN(Cc2ccncc2)C1 (stereo not drawn),-2%,i,-0.2%,5%,8%,-3%,10%,-1%,3.6,68,
COc1ccc(/C=C/C(=O)NCC(=O)N/N=C(/C)c2ccco2)cc1,16%,x,1.3%,5%,3%,5%,0%,-3%,0.6,52,
COCCN1C(=O)c2ccc(C(=O)NCc3cccnc3)cc2C1=O,-7%,i,-0.1%,5%,0%,-8%,7%,2%,0.8,53,
O=C1NC(c2ccccc2)=NC1(NS(=O)(=O)c1ccc(Cl)cc1)C(F)(F)F (stereo not drawn),-9%,i,0.2%,9%,6%,-7%,7%,3%,-0.3,65,
Cc1cc2ncn(/N=C/c3ccc([N+](=O)[O-])o3)c2cc1C,1%,i,-0.1%,0%,5%,3%,25%,1%,1.0,46,
O=c1c2ccccc2c(/C=N/c2nnc(Cc3ccccc3)s2)c(O)n1-c1ccc(Cl)cn1,-13%,i,-0.4%,11%,3%,-72%,4%,14%,0.3,55,
O=C(NCCCO)NC(=S)c1cccc2ccccc12,-15%,i,0.2%,-4%,-1%,-4%,-3%,4%,2.5,44,
Cc1c(C(=O)Nc2ccc(F)c(F)c2)oc2ccc(S(=O)(=O)N3CCCCC3)cc12,2%,i,-0.1%,6%,-1%,-5%,4%,-1%,5.3,44,
COc1ccc(/C=C2/SC(=S)N(c3ccc(S(=O)(=O)Nc4nccs4)cc3)C2=O)cc1,-7%,i,-0.3%,14%,13%,4%,22%,3%,0.8,50,
C=C(C)[C@@H]1CC=C(CN2CCN(Cc3ccccc3)CC2)CC1,10%,x,0.2%,-7%,4%,-1%,5%,8%,1.1,83,
Cc1ccc(S(=O)(=O)N(CC(=O)NCc2ccco2)Cc2ccccc2F)cc1,-11%,i,-0.2%,5%,0%,0%,-13%,2%,x,x,
N#Cc1c(Cl)nc(-c2cccnc2)nc1-c1ccccc1,-7%,x,0.0%,4%,x,x,8%,14%,0.4,51,
O=[N+]([O-])c1ccc(/C=C/c2ccc3ccccc3n2)cc1,-14%,i,-0.3%,3%,7%,x,16%,0%,0.1,34,
CC(C)NC(=O)NC(=O)CN1C(=O)NC(Cc2c[nH]c3ccccc23)C1=O (stereo not drawn),-10%,i,0.0%,-2%,-5%,-8%,18%,18%,0.1,34,
# Later entries
SMILES,GPR35 arrestin U2OS,Yfh1-depleted yeast,GPR55 activation,SV40 large T antigen,Rac1 GTP hydrolysis,NS5 inhibitors,AID2073,GPR55 LPI antagonism,NTR1 agonist,NTR1 agonist cell count 20 µM,others
CN(c1ccccc1)S(=O)(=O)c1cccc(NC(=O)CSc2ncc(C(F)(F)F)cc2Cl)c1,-1%,i,-0.2%,0%,6%,-1%,-3%,7%,5.9,52,
NC1=NS(=O)(=O)NC1c1cccc(Cl)c1 (stereo not drawn),2%,i,-0.1%,0%,-3%,7%,-2%,16%,0.2,52,
COc1ccc2oc(=O)c(-c3nnc(N)s3)cc2c1,-31%,i,-0.3%,13%,0%,0%,50%,-1%,4.7,87,
O=C(COCc1cc(-c2ccc3c(c2)OCO3)on1)N1CCN(c2ccc(F)cc2)CC1,23%,x,-0.2%,8%,7%,-14%,9%,6%,0.6,68,
CCOc1cc(/C=N\NC(=O)C2C(=O)NCC2c2ccccc2)ccc1OC (stereo not drawn),x,i,-0.3%,4%,7%,6%,-3%,-1%,0.3,51,
CCN(CC)c1ccc(/C=C/C(=O)c2cccnc2)cc1,-6%,i,-0.3%,20%,-17%,-1%,-13%,15%,-1.4,85,
Cc1ccc(C(=O)N2CCN(c3ccccc3F)CC2)cc1S(=O)(=O)N1CCOCC1,-6%,i,-0.6%,17%,9%,-6%,7%,-9%,2.5,38,
CCOc1ccc(N2C(=O)Nc3ccccc3C2(O)C(=O)NCc2ccco2)cc1 (stereo not drawn),-9%,i,-0.6%,3%,-2%,-2%,-8%,16%,-0.8,56,
Fc1cccc(F)c1-n1c(CN2CCCCC2)csc1=S,-5%,i,-0.2%,10%,1%,1%,-2%,-12%,-0.4,77,

# Screens from PubChem.
